# Bioassay records (PubChem BioAssay)
# EPAC2 agonist: agonists of human EPAC2 (RAPGEF4); hit rate 0.079% among 360,000; AID 720711; EPAC2 activation, biochemical qHTS; response scale: 100% = 6.5 mM cAMP response; Potency, µM (titrated, usually from 154 µM), for inactives: top-dose activation, most hits filed as activators; Q8WZA2; note: potency is the fitted concentration of half-maximal effect; nearly all actives have a fitted effect of over 50% in size
#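 Compounds were titrated in qHTS against a Rap1B-BODIPY-GDP (250 nM) complex with EPAC2 (100 nM) and GDP (50 uM). BODIPY-GDP release tracked at 480/540 nm over 30 min at room temperature, normalized to 6.5 mM cAMP.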
# DRD3 antagonist: blocks the human D3 dopamine receptor. D3R cells, DiscoveRx beta-arrestin luminescence, antagonist mode; hits give low values. max response, negative = inhibition, %. hit rate 2.5% among 360,000; in the data active = max response below about -50%; inconclusive = no clear call, values can overlap the other calls; note: % is set by controls: 0 for no effect and ±100 for the full control effect; mostly tested at two doses, the higher about 12 µM
# Target sequence (P35462 whole entry, looked up): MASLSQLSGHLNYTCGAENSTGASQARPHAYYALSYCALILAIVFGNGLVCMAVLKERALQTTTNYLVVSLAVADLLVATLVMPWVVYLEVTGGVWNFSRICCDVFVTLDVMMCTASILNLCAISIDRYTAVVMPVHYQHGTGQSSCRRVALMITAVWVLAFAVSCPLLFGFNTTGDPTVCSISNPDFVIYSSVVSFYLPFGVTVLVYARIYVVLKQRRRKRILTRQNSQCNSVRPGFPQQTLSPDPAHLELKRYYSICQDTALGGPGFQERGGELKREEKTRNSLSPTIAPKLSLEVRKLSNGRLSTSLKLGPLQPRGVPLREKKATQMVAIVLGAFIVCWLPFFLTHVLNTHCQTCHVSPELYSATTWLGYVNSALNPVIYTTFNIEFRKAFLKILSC
#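 Cells expressing the human receptor were seeded at 1500 cells/well, incubated overnight at 37 degrees C in 5% CO2, then exposed to library compounds with dopamine controls for 90 minutes at 37 degrees C before luminescent detection.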
# Akt phos inh: inhibitors of Akt phosphorylation; hit rate 0.32% among 360,000; Neuro2A IGF-stimulated pAkt S473 HTRF, 20 min; hits give low values; activity change, % for hits at 50 µM; in the data active = activity change below about -80%; inconclusive = mostly about -51% to -80%; note: % is set by controls: 0 for no effect and ±100 for the full control effect
#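 Neuro2A cells in DMEM with 0.5% FBS, overnight at 37 deg C, given compound at single 50 µM final, then IGF (6 nM final) for 20 min at 37 deg C. Lysed; phospho-Akt Ser473 by HTRF after 24 h, 665/615 ratio.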
# DRD3 agonist: agonists of human D3 dopamine receptor; D3R DiscoveRx beta-arrestin cells, luminescence, 90 min; P35462; hit rate 0.58% among 410,000; max activation, %; AID 652048; in the data active = max activation above about 30%; note: 0% is about no effect; mostly tested at two doses, the higher about 12 µM
#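 Agonist mode: compounds and dopamine controls were applied to plated cells for 90 min at 37 degrees C after an overnight attachment at 1500 cells/well. Luminescent read-out followed 30 - 60 minutes at room temperature with DiscoveRx detection reagent.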
# EPAC2 antagonist: EPAC2 (human) antagonism; Q8WZA2; AID 720708; hit rate 0.18% among 360,000; EPAC2 GEF exchange of Rap1B-BODIPY-GDP, fluorescence; Potency, µM (series often up to 114 µM), without a hit: top-dose activity, negative = inhibition, usual class: inhibitors; note: potency is the fitted concentration of half-maximal effect; % is set by controls: 0 for no effect and ±100 for the full control effect; nearly all actives have a fitted effect of over 45% in size; many of its hits are not listed in these tables
# PTHR1 ag: PTHR1 (human) receptor agonism | Q03431 | AID 743266 | hit rate 0.075% among 410,000 | Potency, µM (doses to about 115 µM), inactives show at the highest dose activation, actives largely listed as activators | HEK293 GP2 PTHR1 cells, GloSensor cAMP luminescence, 1 h; note: potency is the fitted concentration of half-maximal effect; nearly all actives have a fitted effect of over 55% in size; some results filed as inactive show a strong effect at the top dose; inactives centre near -15; many of its hits are not listed in these tables
# Target sequence (Q03431 whole entry, looked up): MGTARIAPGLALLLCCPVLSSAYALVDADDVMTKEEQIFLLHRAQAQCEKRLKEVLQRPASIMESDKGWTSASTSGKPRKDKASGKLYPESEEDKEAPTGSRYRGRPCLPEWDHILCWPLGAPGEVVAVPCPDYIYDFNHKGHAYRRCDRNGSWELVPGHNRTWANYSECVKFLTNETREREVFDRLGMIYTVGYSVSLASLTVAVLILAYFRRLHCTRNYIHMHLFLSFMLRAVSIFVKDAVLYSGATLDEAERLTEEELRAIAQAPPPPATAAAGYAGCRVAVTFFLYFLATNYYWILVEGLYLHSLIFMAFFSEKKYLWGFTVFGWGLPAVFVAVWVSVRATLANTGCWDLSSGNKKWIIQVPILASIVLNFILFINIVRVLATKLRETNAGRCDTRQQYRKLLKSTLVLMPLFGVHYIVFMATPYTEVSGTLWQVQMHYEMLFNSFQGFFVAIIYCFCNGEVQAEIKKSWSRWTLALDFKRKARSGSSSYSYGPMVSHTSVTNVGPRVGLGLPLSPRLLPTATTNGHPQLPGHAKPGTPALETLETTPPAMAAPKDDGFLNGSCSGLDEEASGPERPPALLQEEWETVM
#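 HEK-293-derived GP2 cells expressing PTHR1 and a GloSensor cAMP reporter, 3,000/well, plated overnight, given luciferin plus IBMX (each 0.5 mM as added) for 1 h at 37 °C, then compound for 1 h at 37 °C. Luminescence was read after 15 min at room temperature.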
# CCT modulator: changes cytosolic chaperonin activity; hit rate 0.3% among 360,000; purified chaperonin ATPase assay, HTRF ADP detection, 30 min; AID 651819; activity change, % (no concentration beside the values), hits read low; in the data active = activity change below about -30%; note: % is set by controls: 0 for no effect and ±100 for the full control effect
#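 TRiC (40 or 20 nM final, by batch activity) in 30 mM Tris pH 7.4, 100 mM KCl, 5 mM MgCl2, 1 mM DTT was treated with compound at 76 uM single dose, then 10 uM ATP, 30 min at 37 °C. ADP was read by HTRF Transcreener.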
# Mm-Cpn inhibitor: blocks the Methanococcus maripaludis chaperonin Mm-Cpn. purified Mm-Cpn ATPase, ADP Transcreener TR-FRET. Potency, µM (top dose mostly 76.9 µM), for inactives: at the highest dose activity, negative = inhibition, usual class: inhibitors. hit rate 0.031% among 330,000; note: potency is the fitted concentration of half-maximal effect; % is set by controls: 0 for no effect and ±100 for the full control effect; nearly all actives have a fitted effect of over 80% in size
#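 Purified archaeal Mm-CPN (25nM final) preincubated 10 min at 37degC with compound, then 10uM ATP for 30 min at 37degC; ADP measured by HTRF Transcreener TR-FRET; buffer 30 mM TRIS pH 7.4, 100mM KCl, 5mM MgCl2, 1mM DTT.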
# * hit, by the source's call; i = inactive; u = inconclusive; x = not tested or not shown; [ ] = remark or other dose. Unless noted, calls come from the whole dose curve; as a rule, active = well fitted curve in the direction sought with a large enough effect; inconclusive = small, poorly fitted or top-dose-only effect, or another doubt; inactive = no such curve, though single readings can be large; an effect the other way counts as inactive or inconclusive.
SMILES,EPAC2 agonist,DRD3 antagonist,Akt phos inh,DRD3 agonist,EPAC2 antagonist,PTHR1 ag,CCT modulator,Mm-Cpn inhibitor
CCN(CC)Cc1c(C(=O)N/N=C/c2cccc(OCc3cccc(Cl)c3)c2)nnn1-c1nonc1N,16%,9,i,6,4%,-61%[inhibitor],-0.9,3%
COc1ccc(NC(=O)CNC(=O)Cc2cccc3ccccc23)cc1,-2%,6,i,5,-4%,-52%[inhibitor],-4.0,1%
Cc1cccc(N(C(=O)c2csnn2)C(C(=O)NC2CCCCC2)c2ccccn2)c1C (centres undefined),7%,3,i,-4,17%,-15%,1.5,0%
COc1cccc2cc(C(=O)C3=C(O)C(=O)N(CCN4CCOCC4)C3c3ccc(C(C)(C)C)cc3)oc12 (centres undefined),-14%,-2,x,-1,-12%,-11%,-12,-8%
OCc1ccccc1-c1cnc2sc(NCc3ccc(F)cc3)nn12,-1%,0,i,3,6%,i,-1.5,x
CCCCSc1nnc(-c2c[nH]c3ccccc23)n1C,-2%,4,i,2,-7%,-66%[inhibitor],-1.9,1%
CC(Cc1ccccn1)NC(=O)c1ccc(OC2CCN(CCc3ccccc3)CC2)cc1 (centres undefined),10%,-66*,i,-10,6%,-23%,-2.1,1%
O=C(c1ccc(Cl)c(NC2=NC3CS(=O)(=O)CC3S2)c1)N1CCN(c2ccccc2)CC1 (centres undefined),-5%,3,i,-1,-4%,-1%,-0.2,1%
Nc1nnnn1NCc1cccc(OCc2ccccc2)c1,-2%,4,i,-2,7%,-34%[inhibitor],-0.4,3%
CCNC(=O)NC(=O)CSc1nc2ccccc2n1CC(C)C,1%,23,i,3,4%,i,-1.6,-3%
Cc1ccc(C)c(N2CCN(C(=O)c3ccc(CS(=O)Cc4cccc(Cl)c4)o3)CC2)c1 (centres undefined),7%,18,i,1,-26%,-43%[inhibitor],-2.3,2%
C=CCn1c(N)cc(=O)nc1SC(CC)C(=O)Nc1ccc(C(C)=O)cc1 (centres undefined),-6%,3,i,-3,-2%,i,-0.5,-1%
Cc1ccc(-n2nc(C)c3c2OC(N)=C(C#N)C3c2ccc(C)o2)cc1 (centres undefined),8%,14,i,-5,-1%,-39%[inhibitor][57.5 µM],-9.0,-3%
COc1ccc(Cl)cc1-c1nc(SCC(=O)NC2CCCC2)n[nH]1,-11%,5,i,1,0%,-4%,-1.2,u
COC(=O)C1=CN(c2ccc(F)cc2)C=C(C(=O)OC)C1c1cccc([N+](=O)[O-])c1,18%,-14,i,3,-9%,-32%[inhibitor],-2.9,-2%
CC(c1ccccc1)N1CCN(C(=O)CCl)CC1 (centres undefined),0%,38,i,1,2%,i,-6.4,-4%
Nc1cc(=O)[nH]c(SCCNS(=O)(=O)c2ccccc2)n1,3%,36,i,7,-7%,i,-3.5,-2%
CCOc1ccc(C2c3[nH]c4ccccc4c3CCN2CCCn2cccn2)cc1 (centres undefined),23%,-14,i,-5,-5%,i,-0.3,1%
COc1cccc(OC)c1C(=O)n1nc(C)cc1C,5%,-3,i,-3,-1%,i,0.3,0%
CCCCN(Cc1ccco1)S(=O)(=O)c1ccc(-c2ccc(=O)[nH]n2)s1,-9%,-5,i,-3,-7%,-16%,0.6,-1%
CC(C)(C)OC(=O)N1CCCC(C(=O)Nc2cccc(C(=O)N3CCOCC3)c2)C1 (centres undefined),13%,-10,i,-21,-5%,i,-5.8,x
COc1cc(Nc2ccc(C(=O)O)cc2[N+](=O)[O-])cc(OC)c1,2%,u,i,-9,0%[57.1 µM],-5%,-0.8,-1%
CCSc1ncc(Cl)c(C(=O)Nc2ccc(S(=O)(=O)Nc3onc(C)c3C)cc2)n1,3%,18,i,0,2%,-20%,-2.8,0%
C=CCSc1nc(C)c(CC=C)c(=O)[nH]1,5%,-5,i,3,-11%,21%[57.5 µM],-1.7,-1%
COc1ccc(S(=O)(=O)N2CCC(C(N)=O)CC2)cc1C(=O)N1CCCCCC1,9%,8,i,1,6%,i,-1.2,0%

# Remaining list, next part:
SMILES,EPAC2 agonist,DRD3 antagonist,Akt phos inh,DRD3 agonist,EPAC2 antagonist,PTHR1 ag,CCT modulator,Mm-Cpn inhibitor
CCn1c(SCC(=O)Nc2ccc3c(c2)OCCO3)nnc1-c1cccs1,1%,5,i,18,3%,i,1.1,2%
O=C(O)CNS(=O)(=O)c1ccc(F)cc1,-5%,-3,i,4,9%,0%[57.5 µM],1.2,3%
COc1ccc(OCC(O)CN2CCN(Cc3ccc4c(c3)OCO4)CC2)cc1 (centres undefined),-3%,0,i,-6,-1%,i,-2.6,1%
CC(C)C[C@H]1CN=C(Nc2ccccc2)N1CCC1CCCC1,7%,-18,i,-8,5%,i,0.9,-2%
O=C(COC(=O)c1ccc[nH]c1=O)NCC1CCCO1 (centres undefined),19%,16,i,-2,2%,-2%,0.9,-1%
Cc1ncsc1CCOC(=O)C12CC3CC(CC(C3)C1)C2,8%,17,i,1,-2%,i,0.4,3%
Fc1ccc(-n2c(CN3CCCCC3)n[nH]c2=S)cc1,2%,16,i,-3,11%,i,0.5,1%
COc1ccc(OC)c(-n2c(SC)nnc2-c2c[nH]c3ccccc23)c1,2%,33,i,1,-8%,-14%,-0.3,-2%
CN(C)CCCNC(=O)c1cccc(-c2ccc3nncn3c2)c1,8%,11,i,-1,-18%,i,1.6,x
Cc1cc(-c2nnc(-c3cc4ccccc4oc3=O)o2)c(C)n1-c1ccccc1,3%,-4,i,-5,-3%,-6%[57.5 µM],0.8,-4%
COc1cc(-c2cc(O)c(-c3ccc4ccccc4n3)c(=O)[nH]2)cc(OC)c1OC,16%,16,i,5,3%,i,0.0,x
Cc1ccc(S(=O)(=O)N(CC(=O)N2CCCCCC2)c2ccccc2F)cc1,12%,-1,i,2,-1%,-5%,-1.1,1%
COc1cccc(NC(=O)C2(C)CCN2C(=O)Cc2ccc(-c3ccccc3)cc2)c1 (centres undefined),11%,29,i,10,-7%,-25%,1.3,x
CCCc1ccc(Oc2c(-c3ccc(O)c(C)c3O)n[nH]c2C)cc1,3%,-81*,i,0,-22%,-25%,-0.6,0%
O=C(CCl)Nc1ccccc1C(=O)Nc1ccc2c(c1)OCO2,1%,6,i,-1,4%,i,0.3,0%
COc1ccc(NC(=O)c2c(F)cccc2F)cc1S(=O)(=O)Nc1ccc(Br)cc1,0%,-16,i,-2,-3%,-34%[inhibitor],-1.9,-1%
O=C(NCCSc1ccccc1)c1ccco1,-3%,4,i,-5,-8%,-10%,0.5,2%
C/C(=N\NC(=O)c1ccccc1F)c1ccc(C#N)cc1,14%,5,i,-4,4%,-17%,-1.2,3%
C=C(C)C(=O)OCCCCCCOc1ccc(C(=O)O)cc1,-5%,12,i,2,17%,-3%[57.5 µM],0.4,3%
O=c1c2cccnc2n(-c2ccccc2)n1Cc1c(Cl)cccc1Cl,0%,9,i,5,-9%,i,0.9,-2%
CNC(=O)c1c(NC(=O)c2ccc(S(=O)(=O)N3CCCCC3C)cc2)sc2c1CCN(C)C2 (centres undefined),-111%[inhibitor],-26,i,-2,31%[activator],i,-2.7,-7%
CC1CCCC(NC(=O)COC(=O)[C@@H](NC(=O)c2ccccc2Cl)C(C)C)C1C (some centres undefined),-10%,u,i,4,-11%,-60%[inhibitor],-9.9,-1%
CC(=O)Oc1cccc(C(=O)Nc2ccccc2C(=O)N2CCCC2)c1,3%,12,i,4,2%,i,0.3,-2%
CCCOc1ccc(N2C(=O)CC(SCCN)C2=O)cc1 (centres undefined),5%,-16,i,-9,7%,i,-1.5,1%
COC(=O)[C@@H](Cc1ccccc1)NC(=O)Cn1cnc2c(SC)nc(N)nc21,5%,0,i,-7,7%,-20%,2.9,0%
COc1ccc(C(C#N)=Cc2ccc(N(C)CCC#N)cc2)cc1,15%,-10,i,-4,9%,-44%[inhibitor],-3.1,x
C=CCOc1c(Cl)cc(C(=S)N2CCCC2)cc1OCC,10%,u,i,-8,-8%,-14%,2.8,-6%
OCCN1CCSC1=S,1%,-18,i,-5,12%,i,-28,x
CC1(c2ccccc2)CC2CC(c3ccccc3)N1O2 (centres undefined),-10%,14,i,7,2%,-12%,-4.0,1%
CCC(C)(C)C1CCc2[nH]nc(C(=O)NCc3ccc(Cl)cc3)c2C1 (centres undefined),1%,-75*,i,0,-19%,-14%,-3.7,2%

# A portion of the results above, as a working copy:
SMILES,EPAC2 agonist,DRD3 antagonist,Akt phos inh,DRD3 agonist,EPAC2 antagonist,PTHR1 ag,CCT modulator,Mm-Cpn inhibitor
CCn1c(SCC(=O)Nc2ccc3c(c2)OCCO3)nnc1-c1cccs1,1%,5,i,18,3%,i,1.1,2%
O=C(O)CNS(=O)(=O)c1ccc(F)cc1,-5%,-3,i,4,9%,0%[57.5 µM],1.2,3%
COc1ccc(OCC(O)CN2CCN(Cc3ccc4c(c3)OCO4)CC2)cc1 (centres undefined),-3%,0,i,-6,-1%,i,-2.6,1%
CC(C)C[C@H]1CN=C(Nc2ccccc2)N1CCC1CCCC1,7%,-18,i,-8,5%,i,0.9,-2%
O=C(COC(=O)c1ccc[nH]c1=O)NCC1CCCO1 (centres undefined),19%,16,i,-2,2%,-2%,0.9,-1%
Cc1ncsc1CCOC(=O)C12CC3CC(CC(C3)C1)C2,8%,17,i,1,-2%,i,0.4,3%
Fc1ccc(-n2c(CN3CCCCC3)n[nH]c2=S)cc1,2%,16,i,-3,11%,i,0.5,1%
COc1ccc(OC)c(-n2c(SC)nnc2-c2c[nH]c3ccccc23)c1,2%,33,i,1,-8%,-14%,-0.3,-2%
CN(C)CCCNC(=O)c1cccc(-c2ccc3nncn3c2)c1,8%,11,i,-1,-18%,i,1.6,x

# This is a subset; count on the stated rates, not on these rows.
